Bioassay records deposited in PubChem BioAssay by Sanford-Burnham Center for Chemical Genomics.
CCR6 antag – blocks CCL20-driven beta-arrestin recruitment at human CCR6; CHO-K1 CCR6 PathHunter beta-arrestin, luminescence, CCL20-stimulated; P51684; 340,000 compounds, 0.49% hits; inhibition, % at 20 µM;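 active = compounds whose inhibition of the agonist-driven luminescence signal at 20 µM reaches about 50%, limit read from the data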;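 also: cells stimulated with CCL20 at 14 nM final; plate controls were DMSO with CCL20 for no effect and DMSO without agonist for full effect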
UBC13 polyUb – human UBC13 polyubiquitination inhibition; P61088; UBC13 polyubiquitin chain formation, TR-FRET; inhibition, % at 20 µM; 330,000 compounds, 0.47% hits; AID 485273; in the data active = inhibition above about 45%, passing the limit was not always enough
Target sequence (P61088 whole entry, looked up): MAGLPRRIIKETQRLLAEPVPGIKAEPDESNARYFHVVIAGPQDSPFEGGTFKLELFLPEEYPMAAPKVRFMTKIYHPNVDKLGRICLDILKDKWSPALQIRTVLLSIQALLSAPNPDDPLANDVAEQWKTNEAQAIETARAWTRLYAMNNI
APJ agonist – agonists of human APJ apelin receptor | P35414 | CHO-K1 APJ PathHunter beta-arrestin, luminescence; 0% DMSO wells, 100% apelin | activation, % at 20 µM | 330,000 compounds, 0.11% hits | AID 2520;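 active = activation more than six SD over the plate average, tested at 20 µM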;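 also: 0% = DMSO alone and 100% = apelin-13 at 10 nM; some results filed as inactive read as strong as hits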
Target sequence (P35414 whole entry, looked up): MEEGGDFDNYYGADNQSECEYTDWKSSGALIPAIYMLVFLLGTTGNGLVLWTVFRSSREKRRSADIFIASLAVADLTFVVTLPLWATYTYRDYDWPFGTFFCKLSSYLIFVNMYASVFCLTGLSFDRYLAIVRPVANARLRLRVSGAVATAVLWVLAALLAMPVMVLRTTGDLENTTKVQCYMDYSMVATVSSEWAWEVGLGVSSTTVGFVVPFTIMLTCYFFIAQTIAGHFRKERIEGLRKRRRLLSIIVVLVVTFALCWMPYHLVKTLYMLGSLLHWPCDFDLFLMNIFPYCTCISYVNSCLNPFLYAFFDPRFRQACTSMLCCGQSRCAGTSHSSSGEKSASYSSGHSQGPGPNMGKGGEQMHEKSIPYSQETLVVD
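system = engineered CHO-K1 APJ arrestin reporter cells | input = 1000 cells per well | timing = overnight seeding, 90 min compound at 25 °C, 1 h detection | measured by = enzyme-fragment complementation luminescence | read-out = beta-arrestin recruitment to APJ as agonist activity, luminescent signal | control set = negative DMSO alone, positive Apelin-13 at 10 nM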
APJ antagonist – blocks the human apelin receptor APJ | 330,000 compounds, 0.32% hits | inhibition, % at 20 µM | CHO-K1 APJ beta-arrestin complementation, luminescence;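 active = inhibition above about 40% at 20 µM, limit read from the data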;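 also: cells challenged with 10 nM apelin-13 agonist together with compound; plate controls were apelin-13 plus DMSO wells for no effect and DMSO wells lacking apelin-13 for full effect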
ATG4B inhibitor – blocks human ATG4B protease cleavage of LC3 substrate; Q9Y4P1; ATG4B cleavage of LC3-PLA2, NBD-HPC fluorescence, 1 h; inhibition, % at 8.33 µM; 340,000 compounds, 0.51% hits; AID 504462; in the data active = inhibition above about 40%
EBI2 antag – EBI2 (human) antagonism | EBI2 beta-arrestin recruitment, luminescence, 7a,25-OHC stimulated | inhibition, % at 5 µM | P32249 | 360,000 compounds, 0.81% hits | AID 651636; in the data active = inhibition above about 38%;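 also: enzyme fragment complementation signal reports receptor beta-arrestin coupling in cells; 0% = agonist plus DMSO wells and 100% = wells without agonist; some results beyond the cut were filed as inactive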
Target sequence (P32249 whole entry, looked up, the tested form may be a part): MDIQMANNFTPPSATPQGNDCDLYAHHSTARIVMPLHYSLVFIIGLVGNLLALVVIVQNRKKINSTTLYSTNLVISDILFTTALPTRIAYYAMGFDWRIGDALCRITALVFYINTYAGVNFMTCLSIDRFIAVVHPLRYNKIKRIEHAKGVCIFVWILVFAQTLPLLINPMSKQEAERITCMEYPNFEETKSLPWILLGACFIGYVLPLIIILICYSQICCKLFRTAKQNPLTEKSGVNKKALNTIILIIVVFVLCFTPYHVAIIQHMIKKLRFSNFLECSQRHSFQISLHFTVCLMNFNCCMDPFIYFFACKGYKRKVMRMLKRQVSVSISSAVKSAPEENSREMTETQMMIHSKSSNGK
Gli-Sufu antag – blocks Gli-Sufu signaling in a luciferase reporter; Sufu-KO-LIGHT fibroblasts, Gli luciferase reporter luminescence; inhibition, % at 5 µM; 340,000 compounds, 0.74% hits; AID 588413;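 active = inhibition above about 55%, limit read from the data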;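 also: 0% = DMSO-treated cells and 100% = wells with medium but no cells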
CXCR6 block – blocks human CXCR6 beta-arrestin recruitment; CHO-K1 PathHunter CXCR6 beta-arrestin, luminescence; 360,000 compounds, 0.36% hits; O00574; inhibition, % at 20 µM; in the data active = inhibition above about 34%, passing the limit was not always enough;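 also: antagonist mode with CXCL16 agonist at 10 nM final; 0% = 10 nM CXCL16 with DMSO and 100% = unstimulated wells without agonist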
Numbers without * were called inactive; x = no result given.

SMILES | CCR6 antag | UBC13 polyUb | APJ agonist | APJ antagonist | ATG4B inhibitor | EBI2 antag | Gli-Sufu antag | CXCR6 block
O=C(CSc1nc(C2CC2)nc2ccccc12)N1CCc2ccccc21 | 8.5 | x | x | x | -0.2 | 19.6 | 12.6 | -3.3
CCOC(=O)c1cc2c(=O)n3ccccc3nc2n(CC2CCCO2)c1=NC(=O)/C=C/c1ccccc1 (centres undefined) | 4.7 | -8.8 | 1.0 | 0.4 | 5.5 | 5.5 | 13.5 | -3.9
CCC(=O)Nc1c(-c2ccc3ccccc3c2)nc2ccccn12 | 17.5 | -2.0 | -6.0 | 9.5 | -8.3 | -11.4 | x | 1.8
CC(C)(C)NC(=O)CSc1nnc(-c2ccco2)n1Cc1ccco1 | 7.4 | -2.5 | -4.2 | -8.8 | -2.5 | -3.2 | -11.8 | -4.1
COc1ccccc1Cc1nc(-c2cccnc2)no1 | 13.2 | 1.0 | -5.5 | -7.7 | -4.0 | -6.2 | -14.4 | 4.0
CS(=O)(=O)N1CCCC(C(=O)Nc2ccccc2Cl)C1 (centres undefined) | -5.3 | -1.9 | 1.3 | 9.9 | 2.6 | -10.0 | 2.1 | -8.0
C[C@@H]1CN([C@H](C)CO)C(=O)Cc2cc(NS(=O)(=O)c3cn(C)cn3)ccc2O[C@H]1CN(C)S(=O)(=O)c1ccc(Cl)cc1 | 6.5 | 9.3 | 0.6 | 3.6 | 0.4 | -7.4 | -5.6 | -1.2
CC1CCN(C2CC(=O)N(c3ccc(Br)cc3Br)C2=O)CC1 (centres undefined) | 9.6 | -21.5 | -6.8 | -21.2 | -4.5 | 2.7 | 8.3 | 4.5
O=C(COC(=O)/C=C/c1ccc(C(F)(F)F)cc1)Nc1ccc2[nH]c(=O)[nH]c2c1 | -9.2 | -7.1 | 20.8 | 10.1 | -3.8 | 1.6 | 26.4 | -7.5
CC(C)c1ccc(-c2nnc(SCC(=O)NC3CC3)n2C)cc1 | -3.7 | -0.1 | -1.1 | 10.2 | -5.1 | -9.1 | -1.5 | 13.7
Cc1ccc(-c2nc(-c3ccncc3)no2)c(Cl)c1 | -0.9 | -5.3 | -0.7 | -16.4 | 4.5 | -5.3 | -66.7 | 0.9
COc1ccc(OC)c(-n2cnnn2)c1 | 2.6 | -5.5 | -1.7 | 1.0 | -7.1 | -16.1 | -12.4 | -3.9
CCCCN(C(=O)CSc1nnnn1-c1ccccc1OC)C1CCS(=O)(=O)C1 (centres undefined) | 3.4 | -1.6 | -6.0 | 11.4 | 1.9 | -2.4 | -13.2 | -6.7
CCOc1cc(N2CCOCC2)c(OCC)cc1NC(=O)Cc1ccccc1OC | 25.3 | -5.9 | -4.4 | 0.9 | -6.5 | -3.5 | 4.9 | -4.2
O=C(COC(=O)CSc1ccc2ccccc2c1)NCc1ccc2c(c1)OCO2 | -6.1 | 6.1 | -1.9 | -1.4 | 21.5 | 1.3 | -4.7 | -4.1
CCNC(=O)NNC(=O)C1CC(c2cccs2)=NO1 (centres undefined) | 2.5 | 2.4 | -3.1 | -6.6 | 4.7 | -7.3 | -6.7 | -5.1
O=C(NCc1ccc(Cl)cc1)c1csc(-c2cccnc2)n1 | 10.7 | 2.2 | -0.9 | 18.1 | -4.4 | 2.4 | -4.9 | -2.7
CCCn1nc(C(=O)N2CC(=O)Nc3ccccc32)c2ccccc2c1=O | 5.6 | -2.8 | -3.2 | -3.4 | -11.1 | -0.2 | -3.0 | 12.0
Nc1nc2c(s1)C(=O)CC(c1ccccc1)C2 (centres undefined) | -11.1 | 1.7 | -2.5 | 0.2 | -5.8 | -1.1 | 1.6 | 3.0
C(=N\N=C\c1ccccn1)/c1ccccn1 | 0.5 | -3.6 | -0.8 | -4.5 | -3.2 | -10.4 | 11.4 | -11.4
CC(C)[C@@H](CSc1ccccc1)N1CCN(Cc2ccccc2)CCC1=O | 8.8 | 6.2 | -1.6 | 4.4 | -3.6 | 5.2 | 5.9 | -1.0
O=c1ccc(S(=O)(=O)N2CCCC2)c[nH]1 | 4.8 | 6.5 | -1.2 | -3.7 | 6.3 | -6.3 | -6.7 | 6.3
CC(=O)Oc1ccc(C(=O)Nn2cnnc2)cc1 | -11.6 | -3.0 | -1.9 | 8.6 | -6.0 | -8.2 | -6.1 | -15.1
CCN(CC(=O)NCc1ccc(F)cc1)C(=O)c1cc2ccccc2o1 | -5.7 | 4.2 | -2.6 | 16.0 | -1.7 | 12.3 | -10.3 | 3.5
COC(=O)Nc1ccc(S(=O)(=O)Nc2ccc(C(=O)O)cc2)cc1 | -6.4 | -18.6 | -3.4 | 3.9 | -7.9 | -3.2 | -5.5 | 3.8
CCCS(=O)(=O)n1nc(-c2ccc(OC)cc2)cc1N | -1.2 | 0.0 | -4.3 | 2.4 | -4.8 | 2.8 | -12.8 | -0.4
OC(c1cc(C(F)(F)F)nc2c(C(F)(F)F)cccc12)C1CCCCN1 (centres undefined) | -0.2 | 68.1* | 13.2 | -18.5 | 0.6 | -3.4 | 3.9 | -12.7
O=C(CNC(=S)N(CCCN1CCOCC1)Cc1cccs1)NCCCN1CCOCC1 | -2.7 | -0.3 | -1.5 | 5.0 | -6.5 | -7.6 | 1.0 | 1.8
Cc1ccc(NC(=O)COc2ccc3c(c2)CCC3)nc1 | 24.1 | -6.3 | -2.9 | -8.2 | 3.0 | 1.8 | -9.7 | -1.7
O=C(OCCN1CCN(C2=NS(=O)(=O)c3ccccc32)CC1)c1ccccc1F | -0.8 | -1.0 | 6.7 | -6.4 | 1.8 | -6.8 | -3.6 | 3.0
CCc1ccc(C2=NN(C(=O)CCC(=O)O)C(c3cccs3)C2)cc1 (centres undefined) | -0.1 | -3.5 | -2.6 | -23.7 | 7.3 | 4.5 | 0.4 | -3.1
Cc1cc(=O)oc2n[nH]c(-c3ccccc3)c12 | -10.4 | 4.5 | -2.2 | 5.4 | 0.5 | -11.3 | -1.0 | -1.4
CCN(C(=O)COC(=O)CCC(=O)c1ccc(C)cc1)c1c(N)n(Cc2ccccc2)c(=O)[nH]c1=O | 3.1 | x | x | x | -59.6 | 10.7 | 1.9 | 4.3
CC(NC(=O)Cc1ccc(F)cc1)c1ccc(F)cc1 (centres undefined) | 10.5 | -4.3 | -5.6 | 10.7 | -2.3 | -3.0 | 0.9 | 4.5
Cc1cc(C)c2cc(C(c3nnnn3CC3CCCO3)N3CCN4CCCC4C3)c(=O)[nH]c2c1 (centres undefined) | 9.8 | -3.7 | -0.1 | -6.2 | -2.5 | 5.2 | 1.0 | -1.8
CC(=O)Nc1c(Cl)cnn(-c2ccccc2)c1=O | -3.0 | 4.0 | -3.7 | 8.5 | -4.3 | 4.6 | 4.3 | -10.6
CN(C(=O)COC(=O)C1=COCCO1)c1c(N)n(Cc2ccccc2)c(=O)[nH]c1=O | -6.2 | -3.5 | 5.2 | 4.9 | 5.0 | 3.9 | -5.9 | -1.0
CNC(=O)c1c(NC(=O)c2cc(-c3cc(C)c(C)cc3O)n[nH]2)sc2c1CCCC2 | -10.1 | -2.4 | -1.6 | -0.3 | -5.6 | x | 5.9 | x
O=C(NC(C(=O)N/N=C/c1cccc2ccccc12)c1n[nH]c(=O)c2ccccc12)c1ccccc1 (centres undefined) | 21.4 | 3.3 | -3.3 | -6.6 | -18.5 | 13.6 | 40.6 | -3.0
COc1ccc(CCNC(=O)Cc2ccc(NC3=NC4CS(=O)(=O)CC4S3)cc2)c(OC)c1 (centres undefined) | 1.5 | 1.8 | 5.8 | -4.3 | -16.9 | -1.5 | 0.6 | -1.6
O=C(CCSCCC(=O)NCc1ccco1)NCc1ccco1 | -3.6 | 1.9 | 5.0 | -17.4 | -3.3 | x | x | x
CCOC(=O)c1cc2nc(-c3ccco3)cc(C(F)(F)F)n2n1 | 8.6 | 9.2 | -3.6 | -4.7 | -6.9 | -2.5 | -26.2 | -4.3
O=C(c1cc(-c2ccc(O)cc2)on1)N1CCCCCC1 | 12.3 | 3.7 | -1.8 | 4.9 | -10.3 | 0.1 | -31.4 | -1.2
CC(=O)c1c(C)n([O-])c2ccc(C)cc2[n+]1=O | 0.6 | 2.1 | -1.6 | 2.2 | -4.3 | 5.8 | -14.2 | -2.7
CC(=O)c1cccc(NC(=O)N2CCCC(C(=O)c3cc(F)ccc3F)C2)c1 (centres undefined) | 6.9 | 3.7 | -2.2 | -17.0 | -2.5 | -4.8 | -13.3 | -11.4
Cc1cc(C(=O)Cn2c(CO)nc3ccccc32)c(C)n1C | 7.0 | -4.4 | -1.8 | -4.7 | -5.4 | 6.1 | 1.1 | 6.1
CCc1ccc(Oc2nc([N+](=O)[O-])nn2C)cc1 | -8.3 | 2.8 | -0.3 | -25.4 | 10.0 | -1.7 | -15.5 | 6.9
Cc1cc(C)cc(NC(=S)NCc2ccc3c(c2)OCO3)c1 | 1.2 | -3.3 | 1.2 | 20.5 | 10.2 | -4.2 | -29.4 | 4.0
CCCCn1c(N)c(N(CC(C)C)C(=O)CC2OC(=O)c3ccccc32)c(=O)[nH]c1=O (centres undefined) | 10.4 | -2.6 | -4.9 | -1.0 | -4.7 | -2.1 | -4.7 | -5.0
COc1ccc(C2=[N+]([O-])C(C)(C)C(c3ccccc3)=N2)cc1 | 1.1 | -1.6 | -0.2 | 0.6 | -12.8 | -11.8 | -8.8 | -1.2

The list goes on.
SMILES | CCR6 antag | UBC13 polyUb | APJ agonist | APJ antagonist | ATG4B inhibitor | EBI2 antag | Gli-Sufu antag | CXCR6 block
C=CCn1c(C(CCCC)CC(O)COCC(C)C)n[nH]c1=S (centres undefined) | 8.7 | -3.8 | -3.2 | 8.5 | 8.7 | -16.2 | 8.4 | -1.2
COC(=O)c1ccccc1-n1c(CCC(=O)O)ccc1-c1ccccc1 | -3.3 | -7.3 | 1.4 | -17.6 | -1.3 | -2.7 | 15.3 | 3.4
CCCN1CC23C=CC(O2)C(C(=O)O)C3C1=O (centres undefined) | 1.9 | -2.3 | -4.7 | 12.4 | 3.0 | -11.2 | -1.6 | -3.5
Cc1cccc(CCNC(=O)C2CCN(S(=O)(=O)c3c(C)noc3C)CC2)c1 | 2.9 | -6.1 | -2.2 | 1.3 | -7.3 | 5.9 | 11.6 | 1.8
CCOc1ccc(CCNC(=O)Cn2c(=O)oc3ccccc32)cc1OCC | -8.6 | 10.7 | -3.5 | -16.3 | -6.7 | -8.7 | 1.4 | 7.0
O=C(/C=C/c1ccc(Cl)cc1)NC(=S)Nc1ccc(NC(=O)c2ccco2)cc1 | 14.8 | x | x | x | 13.4 | 9.6 | 5.4 | 11.1
Cc1noc(C)c1COc1cccc(C(=O)Nc2ccc(C#N)cc2)c1 | 20.7 | 8.1 | -0.7 | -11.1 | -15.3 | 6.3 | 1.0 | 2.7
COCCn1c(-c2ccc(Br)cc2)nc2oc3cc(OC)ccc3c(=O)c2c1=O | -7.1 | -1.3 | -1.3 | 18.0 | -9.5 | 6.9 | 4.3 | 5.6
COc1cccc(CNc2cnc3ccccc3c2)c1O | 5.0 | 7.0 | 6.4 | -3.0 | -2.6 | 12.4 | -1.6 | -7.5
CCOC(=O)N1CCN(C(=O)CSc2ccc(-c3ccc(OC)cc3)nn2)CC1 | -1.9 | 9.0 | 0.5 | -17.5 | -3.2 | 6.1 | -29.5 | 7.8
